M. tuberculosis GlmU: inhibition of mycobacterial GlmU enzyme – biochemical, glucosamine-1-phosphate acetyltransferase (AID 1376). M. tuberculosis GlmU acetyltransferase enzyme assay; higher % means a stronger effect. inhibition, %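 (tested at 30 µM in the primary screen)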; hits with a dose series show IC50 in µM. actives 0.25% (n = 220,000); in the data active = inhibition above about 13%;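 note: 0% = complete reaction with vehicle and 100% = reaction without substrate; strong numbers were not always called active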
RmlCD inh 1536: M. tuberculosis RmlC/RmlD inhibition. P9WH09+P9WH11. RmlC+RmlD coupled enzyme assay, percent inhibition; primary screen in compound mixtures. inhibition, % at 3.6 µM. actives 0.03% (n = 160,000). AID 1533; in the data active = inhibition mostly above about 34%, no sharp cut-off; note: some results filed as inactive read as strong as hits
Target sequence (P9WH09 whole entry, looked up): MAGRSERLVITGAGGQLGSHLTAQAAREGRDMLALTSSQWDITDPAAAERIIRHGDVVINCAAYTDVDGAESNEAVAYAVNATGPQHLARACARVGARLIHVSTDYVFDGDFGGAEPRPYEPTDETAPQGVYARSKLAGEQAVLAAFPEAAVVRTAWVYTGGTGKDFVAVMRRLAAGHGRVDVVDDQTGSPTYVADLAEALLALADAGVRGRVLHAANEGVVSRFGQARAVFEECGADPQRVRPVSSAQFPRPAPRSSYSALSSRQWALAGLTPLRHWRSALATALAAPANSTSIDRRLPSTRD
Target sequence (P9WH11 whole entry, looked up): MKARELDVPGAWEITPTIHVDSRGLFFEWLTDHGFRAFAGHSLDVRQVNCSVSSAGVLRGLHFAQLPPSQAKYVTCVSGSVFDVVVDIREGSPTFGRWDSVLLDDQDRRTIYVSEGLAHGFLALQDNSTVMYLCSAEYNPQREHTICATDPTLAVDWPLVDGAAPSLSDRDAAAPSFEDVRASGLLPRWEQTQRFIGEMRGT
* marks the source's active call; other numbers are inactive results; . = no result given. This is a subset (hit frequency here may not be typical).

Values run as follows: RmlCD inh 1536 | M. tuberculosis GlmU
CCOC(=O)c1ccccc1NC(=O)c1ccc2c(=O)n3c(nc2c1)CCCCC3
→ . | 3.8%
COc1ccc(SC[C@H](Cc2ccccc2)N2CCN(C)CCC2=O)cc1
→ . | 1.1%
CCOc1ccc(OCCSc2nc3ccccc3[nH]2)cc1
→ . | 4.8%
COc1ccc(OC)c(S(=O)(=O)n2nc(-c3ccccc3)cc2N)c1
→ . | 6.8%
O=[N+]([O-])c1ccc(N2CCN(c3nc(-c4ccc(Cl)cc4)cs3)CC2)cc1
→ . | -4.8%
CC(=O)Nc1sc2c(c1C(N)=O)CCC2
→ . | 7.5%
C=CCn1c(Cc2ccc(OC)cc2)nnc1SCc1nc2ccccc2c(=O)[nH]1
→ . | 0.0%
COc1ccccc1Nc1c([N+](=O)[O-])cncc1[N+](=O)[O-]
→ 5 | 7.4%
CC(C)(C)c1nc(NC(=O)Nc2ccccc2)sc1Br
→ -10 | 3.0%
COc1cc(OC)c(/C=N/NC(=O)COc2cccc3cccnc23)c(OC)c1
→ 1 | 6.1%
COCCNC(=O)c1cn(C)c2ccc(S(=O)(=O)N(C)C3CCCCC3)cc2c1=O
→ . | 8.1%
NS(=O)(=O)c1ccc(CNC(=O)CCC2CCCCC2)cc1
→ 12 | -0.2%
CCC(C)C(NC(=O)c1ccccc1NC(=O)c1ccco1)C(=O)NC1CCCCC1 (stereo unspecified)
→ . | 7.3%
COc1ccccc1/C=N/NC(=O)CC(=O)NCc1ccccc1
→ 8 | -2.5%
Cc1cc(C)c(C#N)c(SCC(=O)CC(=O)OC(C)C)n1
→ -12 | -0.7%
CC(=O)NC(=S)Nc1ccccc1C(=O)NC1CCCCC1
→ . | -0.9%
Cc1nc2sc3c(c2c(=O)n1/N=C/c1ccco1)CCCC3
→ 8 | 0.0%
CCOc1ccc(N2C(=O)CC(N(CCc3ccc(OC)c(OC)c3)C(=O)/C=C/C(=O)O)C2=O)cc1 (stereo unspecified)
→ 3 | -1.3%
O=C(COC(=O)CNS(=O)(=O)c1ccc(F)c(F)c1F)Nc1ccc(OC(F)F)cc1
→ -5 | -2.5%
O=C(NCCc1ccccc1)C1CCN(S(=O)(=O)N2CCCC2)CC1
→ 7 | 1.7%

7 entries from above, as tab-separated lines:
SMILES	RmlCD inh 1536	M. tuberculosis GlmU
COc1ccccc1/C=N/NC(=O)CC(=O)NCc1ccccc1	8	-2.5%
COCCNC(=O)c1cn(C)c2ccc(S(=O)(=O)N(C)C3CCCCC3)cc2c1=O	.	8.1%
COc1ccc(SC[C@H](Cc2ccccc2)N2CCN(C)CCC2=O)cc1	.	1.1%
Cc1cc(C)c(C#N)c(SCC(=O)CC(=O)OC(C)C)n1	-12	-0.7%
NS(=O)(=O)c1ccc(CNC(=O)CCC2CCCCC2)cc1	12	-0.2%
O=[N+]([O-])c1ccc(N2CCN(c3nc(-c4ccc(Cl)cc4)cs3)CC2)cc1	.	-4.8%
Cc1nc2sc3c(c2c(=O)n1/N=C/c1ccco1)CCCC3	8	0.0%

More entries follow:
Values run as follows: RmlCD inh 1536 | M. tuberculosis GlmU
CCOc1ccc(C(C)NC(=O)c2cccc(F)c2)cc1 (stereo unspecified)
→ . | -5.0%
CC(=O)c1cc(-c2ccccc2)[nH]c1N1CCCC1
→ -1 | 1.9%
O=C(O)c1c[nH]c2ccc(S(=O)(=O)N(CCCl)CCCl)cc12
→ -19 | 7.4%
Clc1ccc(-c2nnc3sc(Cc4cccs4)nn23)c(Cl)c1
→ . | 2.2%
O=C(O)c1ccccc1SCC(=O)N1CCOCC1
→ -11 | -1.1%
CCCSc1nc(O)c(C2OC(=O)c3c2ccc(OC)c3OC)c(=O)n1C (stereo unspecified)
→ . | 4.5%
COc1ccc(C(CNC(=O)c2cc3ccccc3cc2OC)N2CCCC2)cc1 (stereo unspecified)
→ -6 | .
CCC(=NCCO)c1c(O)n(-c2ccccc2)c(=O)[nH]c1=O
→ . | 0.6%
CCOc1cccc(C(=O)NNC(=O)CCC(=O)O)c1
→ . | 0.6%
CCC(=O)N1CCc2cc(Br)cc(S(=O)(=O)CCC(=O)N(CC)CC)c21
→ -10 | -2.8%
CC(C)CCN1CC(C(=O)N2CCN(c3ccc(F)cc3)CC2)CC1=O (stereo unspecified)
→ . | 4.6%
CC(C)Cc1nc(N2CCC(C(N)=O)CC2)c2nnn(Cc3ccccc3)c2n1
→ 4 | 6.6%
CCOC(=O)c1sc2nc(NC(=O)COc3ccccc3)sc2c1C
→ 11 | -2.9%
CCOC(=O)N1CCN(c2c(-c3ccc(C(C)C)cc3)c(=O)c2=O)CC1
→ . | -5.7%
COC(=O)/C(C#N)=C/c1c(N2CCN(Cc3ccc4c(c3)OCO4)CC2)nc2c(C)cccn2c1=O
→ -5 | -2.2%
CCC(=O)c1ccc(OC(=O)c2ccc(Br)o2)cc1
→ . | 5.4%
O=c1nc2sc3ccccc3n2c(=O)n1-c1cccc(Cl)c1
→ . | -6.0%
CCOC(=O)C1(CCCc2ccccc2)CCN(C(=O)C2=C(C)OCCO2)CC1
→ -13 | 0.5%
CC1(c2ccccc2)CC(C)(C)N(C(=O)c2cc([N+](=O)[O-])cc([N+](=O)[O-])c2)c2ccccc21 (stereo unspecified)
→ 7 | -0.7%
CCOC(=O)NC(c1cccc(Cl)c1)C1CCCCCC1=O (stereo unspecified)
→ -4 | 4.0%
COc1ccc(NC(=O)c2ccc(=O)oc2)cc1
→ . | 5.2%
CCC(CC)C(=O)Nc1cccc(S(=O)(=O)c2cccc(NC(=O)C(CC)CC)c2)c1
→ 3 | -1.2%
CC(=O)Nc1ccc(C(=O)n2cnc3cc(C)c(C)cc32)cc1
→ . | 3.4%
CN1CCN(C(=O)CN2C(=O)CC(C)(C)S(=O)(=O)c3ccccc32)CC1
→ . | 0.2%
CCN(CC)CCCC(C)Nc1c2ccc(Cl)cc2nc2ccc(OC)cc12 (stereo unspecified)
→ 23 | .
CCc1ccccc1NC(=S)N(CCN1CCOCC1)Cc1ccccc1F
→ -11 | -0.1%
CC1(C)NC(=O)NC2(C)NC(=O)NC(C)(C)C12 (stereo unspecified)
→ . | 5.2%
O=C(Cc1ccccc1)NC1CCN(Cc2ccccc2)CC1
→ -7 | -5.9%
CC(=O)N1CCN(S(=O)(=O)c2ccc(Cl)cc2F)CC1
→ 6 | -2.8%
Cc1cc2c(C)c(C)c(=O)[nH]c2cc1N
→ 8 | 0.3%
O=C1C2C3c4ccccc4C(c4ccccc43)C2C(=O)N1c1nc(-c2ccccc2)cs1 (stereo unspecified)
→ . | 0.0%
CC(Sc1ccccc1)C(=O)NN=C1CCCC1 (stereo unspecified)
→ -6 | -0.2%
CCOC(=O)CCC(=O)NNC(=O)COc1ccc(C(C)C)cc1Br
→ . | -2.9%
COc1ccc(C)cc1NS(=O)(=O)c1ccc(Br)s1
→ . | 1.5%
Cc1ccc2c(c1)nnn2C1CCN(C(=O)NCc2ccccc2)CC1
→ 1 | -0.2%
COc1cccc(OC)c1OCCCc1c(C)n[nH]c1C
→ -2 | 0.5%
COCCCNC(=O)c1cc(C(=O)c2c(-c3c(Cl)cccc3Cl)noc2C)c[nH]1
→ 6 | -2.2%
Cc1ccc(-c2nc3ccccc3[nH]2)cc1NC(=O)c1ccc2c(c1)OCO2
→ -2 | 5.4%
O=C(CN1CCC(Cc2ccccc2)CC1)N1CCc2ccccc2C1
→ 13 | -0.9%
COC(=O)c1sc(NC(=S)NC(=O)c2ccccc2F)nc1C
→ 4 | -4.2%

Copied from the list.
CN1CCN(C(=O)CN2C(=O)CC(C)(C)S(=O)(=O)c3ccccc32)CC1 in M. tuberculosis GlmU: 0.2%
COc1ccc(C)cc1NS(=O)(=O)c1ccc(Br)s1 in M. tuberculosis GlmU: 1.5%
COC(=O)c1sc(NC(=S)NC(=O)c2ccccc2F)nc1C in RmlCD inh 1536: 4

(cont.)
Values run as follows: RmlCD inh 1536 | M. tuberculosis GlmU
O=C(O)c1cc2cccc(S(=O)(=O)N3CCOCC3)c2cc1O
→ . | 0.1%
Cc1ccc(-c2noc(CCC(=O)NCCN3CCOCC3)n2)cc1
→ -5 | -1.0%
CC1CNCCN1S(=O)(=O)c1cccc2cnccc12 (stereo unspecified)
→ . | -6.7%
COCCn1c(SCC(=O)Nc2cccc(OC)c2)nc2c(oc3ccccc32)c1=O
→ -3 | 3.3%
CCCCCNC(=O)c1cc(S(=O)(=O)N2CCCC2)ccc1F
→ . | 1.0%
CC(=O)n1cc([C@H]2C=C(C(=O)N3CCN(Cc4ccc5c(c4)OCO5)CC3)O[C@@H](OCCCCO)C2)c2ccccc21
→ . | 1.9%
COc1ccc(NC(=S)N2CCC(N(C)CC3CCCO3)CC2)cc1 (stereo unspecified)
→ -15 | 2.0%
Cc1ccccc1NC(=S)NNC(=O)c1ccncc1
→ -5 | -2.8%
N#Cc1ccc(-c2ccccc2)nc1SCCN1CCOCC1
→ . | -3.0%
CC(C)(C)c1nc(SCC(=O)NCc2ccco2)c2ccccc2n1
→ . | -2.7%
CCN(CC)CCCNC(=O)/C=C/C(=O)O
→ . | -7.2%
CCOc1ccc(CCNC(=O)c2cccc(N3CCCC3=O)c2)cc1OCC
→ -2 | -1.9%
O=C(/C=C/c1ccccc1)N1CCN(Cc2nc3ccccc3c(=O)[nH]2)CC1
→ -6 | 1.7%
CN=C(Nc1cc(C)nn1CCC#N)c1ccccc1
→ -9 | 2.8%
Cc1ccc(OCC(=O)Nc2ccc(N3CCOCC3)cc2)cc1
→ 0 | 0.2%
CC(=O)NC(Cc1ccccc1)C(=O)N1CCN(C(=O)c2cccs2)CC1 (stereo unspecified)
→ -7 | 5.6%
O=c1cc(CO)occ1OCc1c(F)cccc1Cl
→ . | -2.2%
c1ccc(CCN2CN(CCCN3CCOCC3)c3nc4ccccc4n3C2)cc1
→ . | -1.5%
CCOc1cccc(N2C(=O)CC(N3CCN(c4ccc(S(=O)(=O)CC)cc4)CC3)C2=O)c1 (stereo unspecified)
→ -5 | 2.6%
CC(C)(C)c1ccc(O)c(/C=N\O)c1
→ 7 | 0.7%

Retrieved by structure from the entries so far, 3 records:
Values run as follows: RmlCD inh 1536 | M. tuberculosis GlmU
O=C(O)c1cc2cccc(S(=O)(=O)N3CCOCC3)c2cc1O
→ . | 0.1%
COCCn1c(SCC(=O)Nc2cccc(OC)c2)nc2c(oc3ccccc32)c1=O
→ -3 | 3.3%
O=C(/C=C/c1ccccc1)N1CCN(Cc2nc3ccccc3c(=O)[nH]2)CC1
→ -6 | 1.7%

Following part:
Values run as follows: RmlCD inh 1536 | M. tuberculosis GlmU
Cc1nc2ccccc2c(=O)n1-c1ccc(Br)cc1[N+](=O)[O-]
→ -2 | 2.5%
CCC1(CC)Cc2ccccc2C(Nc2c(C)n(C)n(-c3ccccc3)c2=O)=N1
→ . | 0.7%
Cn1c(=O)c(Oc2cc(Cl)cc(Cl)c2)nc2ccccc21
→ 11 | -0.5%
OC(COCc1ccc2c(c1)OCO2)CN1CCN(Cc2ccccc2)CC1 (stereo unspecified)
→ . | -0.5%
Cc1ncc([N+](=O)[O-])n1CC(=O)Nc1ccc2c(c1)OCO2
→ -5 | -1.3%
CC1=C(C(=O)OCCOc2ccccc2)C(c2ccsc2)NC(=O)N1C (stereo unspecified)
→ 0 | -2.4%
COc1ccc(C(c2nnnn2Cc2ccccc2)N2CCN(c3nc4ccccc4s3)CC2)cc1 (stereo unspecified)
→ 12 | -6.7%
Cn1ccnc1SCC(=O)c1ccc2ccccc2c1
→ 0 | 4.6%
CC1(c2nnc(-c3ccc(Cl)cc3)o2)CC(c2cccc(Cl)c2)=NO1 (stereo unspecified)
→ . | -0.7%
C=CCc1cccc2cc(C(=O)OCC)c(=O)oc12
→ . | 1.8%
CCCCOC(=O)c1ccc(NC(=O)c2cc(Cl)c(Cl)cc2C(=O)O)cc1
→ . | 2.9%
Cc1ccccc1N=Cc1cccc(O)c1O
→ . | 2.8%
CC(=O)OC(COc1ccccc1)Cn1cnc2ccccc21 (stereo unspecified)
→ 0 | 9.9%
Fc1ccc(OCCCCN2CCOCC2)cc1
→ 8 | -5.4%
COc1ccc(/C=N/NC(=O)CCN2CCN(c3ccccc3)CC2)c(OC)c1OC
→ 10 | -5.6%
CN(C(=O)c1ccccc1NC(=O)C(F)(F)F)c1ccccc1
→ -12 | -0.7%
O=C(NCC1COc2ccccc2O1)Nc1ccccc1F (stereo unspecified)
→ -3 | -3.6%
COc1ccccc1Nc1nc2ccc(C)cc2cc1C#N
→ -1 | .
CSc1nsc(SC)c1NC(=O)Nc1ccccc1C
→ 16 | -0.1%
CN1CCCN(Cc2ccccc2C(F)(F)F)CC1
→ 42 | 10%
Cc1snc(S(=O)(=O)Cc2ccccc2Cl)c1C#N
→ 7 | -0.6%
Cc1ccc(C(=O)N/C(=C\c2cccs2)c2nc3ccccc3[nH]2)cc1
→ 15 | 0.4%
N#C/C(=C\c1ccc(N2CCOCC2)o1)C(=O)Nc1ccc(O)cc1
→ -11 | 6.1%
CCSc1nc2c(c(=O)[nH]c(=O)n2C)n1CC(O)COc1ccccc1C (stereo unspecified)
→ 10 | 6.6%
COc1ccc(CNC(=O)C2CC(c3cc(C(F)(F)F)cc(C(F)(F)F)c3)=NO2)cc1 (stereo unspecified)
→ . | -2.0%
Nc1nc(-c2ccc(Cl)cc2)cn1N
→ 55 | -7.0%
CCOC(=O)N1CCC(N2Cc3cccc(C(=O)NCc4ccc5c(c4)OCO5)c3C2=O)CC1
→ 65 | 3.5%
CC(C)(C)C(=O)C(CO)(Oc1ccc(Cl)cc1)n1cncn1 (stereo unspecified)
→ 3 | 4.7%
Cc1ccc(NC(=O)Cn2cc3c(n2)CCC(C)C3)cc1 (stereo unspecified)
→ -2 | 0.2%
CC(=O)N=c1sc(S(N)(=O)=O)nn1C
→ . | 0.9%
COc1cc(C2NC(=O)c3ccccc3O2)cc(OC)c1OC (stereo unspecified)
→ . | 2.0%
Cc1ccsc1/C=N/NS(=O)(=O)c1ccc([N+](=O)[O-])cc1
→ -11 | 4.0%
NC(=O)c1cc([N+](=O)[O-])ccc1N1CCCCC1
→ 4 | 2.4%
